L3MBTL1 block: qHTS Assay for the Inhibitors of L3MBTL1; Lethal(3)malignant brain tumor-like protein 1 (Homo sapiens), Q9Y468; AlphaScreen L3MBTL1–H3K9me1 peptide binding; Potency, µM (top dose mostly 57.1 µM), for inactives: top-dose activity, negative = inhibition, most hits filed as inhibitors; 230,000 tested, 0.66% active; AID 485360, 2010; further: on the % scale 0 is the no-effect control and ±100 the full control effect; nearly all actives have a fitted effect of over 60% in size
Target sequence (Q9Y468 whole entry, looked up): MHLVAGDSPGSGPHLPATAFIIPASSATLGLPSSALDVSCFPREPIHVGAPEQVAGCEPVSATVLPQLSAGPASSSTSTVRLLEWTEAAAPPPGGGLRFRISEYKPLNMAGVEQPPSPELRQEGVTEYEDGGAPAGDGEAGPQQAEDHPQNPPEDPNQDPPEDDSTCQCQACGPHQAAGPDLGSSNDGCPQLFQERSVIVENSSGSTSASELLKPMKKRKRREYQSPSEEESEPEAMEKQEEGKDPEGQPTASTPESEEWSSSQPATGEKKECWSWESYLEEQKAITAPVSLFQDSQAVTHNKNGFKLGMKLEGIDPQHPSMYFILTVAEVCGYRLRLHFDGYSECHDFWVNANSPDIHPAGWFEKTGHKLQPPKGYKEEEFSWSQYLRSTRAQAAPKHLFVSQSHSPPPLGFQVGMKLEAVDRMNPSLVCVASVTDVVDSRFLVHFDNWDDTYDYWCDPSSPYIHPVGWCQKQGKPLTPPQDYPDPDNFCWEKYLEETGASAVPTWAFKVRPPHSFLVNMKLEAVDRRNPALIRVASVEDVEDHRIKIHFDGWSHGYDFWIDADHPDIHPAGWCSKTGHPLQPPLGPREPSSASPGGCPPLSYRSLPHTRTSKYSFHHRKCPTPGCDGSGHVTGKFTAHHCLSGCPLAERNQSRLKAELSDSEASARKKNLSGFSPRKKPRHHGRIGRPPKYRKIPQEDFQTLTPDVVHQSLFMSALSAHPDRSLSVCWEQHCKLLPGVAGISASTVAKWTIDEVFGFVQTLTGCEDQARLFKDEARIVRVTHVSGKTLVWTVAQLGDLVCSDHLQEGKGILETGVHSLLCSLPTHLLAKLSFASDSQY
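AlphaScreen assay: L3MBTL1 (50 nM final) was preincubated 30 min at room temperature with biotinylated H3(1-15)K9me1 peptide (75 nM final), then 30 min with library compounds; streptavidin donor and nickel chelate acceptor beads (10 ug/mL final) added, 30 min dark.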
Lamin A splicing: qHTS Assay for Modulators of Lamin A Splicing. HeLa LMNA splicing GFP/RFP minigene ratio, 48 h. Potency, µM (highest dose often 46.1 µM), for the others: at the highest dose ratio change, negative = inhibition, hits mostly inhibitors. 200,000 tested, 0.01% active; active means well fitted inhibition curve with a large enough effect in the signal ratio, with a control signal flat, not every such curve was filed as active; inconclusive means small, poorly fitted or top-dose-only effect, or effect the other way, or a change in a side signal; the % refers to the signal ratio; further: on the % scale 0 is the no-effect control and ±100 the full control effect
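S3 HeLa cells stably expressing lamin A-EGFP splicing minigene plus DsRed2, 600 cells/well, 48 h compound exposure at 37C. Laser-scanning cytometry; analysed as GFP (500-530 nm)/RFP (575-640 nm) total intensity ratio; 0.5% DMSO vehicle.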
SMN2 splice up: qHTS Assay for Enhancers of SMN2 Splice Variant Expression; HEK293 SMN2-luciferase splicing reporter, luminescence, 30-36 h; 210,000 tested, 2.8% active; Potency, µM (highest dose often 46.1 µM), for inactives: top-dose activity change, positive = activation, hits mostly activators; further: % of control where 0% means no effect; nearly all actives have a fitted effect of over 55% in size
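qHTS luciferase splicing reporter: luminescence rises when SMN2 exon 7 is included in transfected HEK293 cells. Compound exposure lasted 30-36 h at 37C, with 4.5 mM final sodium butyrate as control, followed by a ONE-Glo read.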
ALDH1A1 block: qHTS Assay for Inhibitors of Aldehyde Dehydrogenase 1 (ALDH1A1). Aldehyde dehydrogenase 1A1 (Homo sapiens), P00352. Purified ALDH1A1, NADH fluorescence, propionaldehyde substrate. Potency, µM (highest dose often 75.3 µM), without a hit: at the top dose activity, negative = inhibition, usual class: inhibitors. 220,000 tested, 7.3% active; active means well fitted inhibition curve with a large enough effect, not every such curve was filed as active; inconclusive means small, poorly fitted or top-dose-only effect, or another doubt; inactive means no such curve, though single readings can be large or run the other way;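 further: plate controls were no enzyme wells and a reference inhibitor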
RECQ1 helicase: qHTS Assay for Inhibitors of RecQ-Like Dna Helicase 1 (RECQ1) | Potency, µM (series often up to 57.3 µM), without a hit: top-dose activity, negative = inhibition, usual class: inhibitors | 240,000 tested, 0.54% active | RECQ1 DNA unwinding, red fluorescence kinetic read | ATP-dependent DNA helicase Q1 (Homo sapiens), P46063 | AID 2549, 2010;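 further: plate controls were vehicle for no effect and no enzyme for full effect; nearly all actives have a fitted effect of over 30% in size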
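50 nM RECQ1T1 preincubated 15 min with compound in Tris pH 8.0 buffer with MgCl2, DTT, Tween-20 and 2.5 ug/ml poly(dI-dC); started with 200 nM TAMRA/BHQ-2 forked duplex and 2 mM ATP. Unwinding read as fluorescence (525/598 nm), two reads 2 h apart.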
Tau fibril ThT: qHTS for Inhibitors of Tau Fibril Formation, Thioflavin T Binding. Microtubule-associated protein tau (Homo sapiens), P10636. recombinant tau K18 P301L (four-repeat tau fragment), heparin-induced fibrillization, ThT fluorescence. Potency, µM (highest dose often 57.4 µM), inactives show at the highest dose activity, negative = inhibition, hits mostly inhibitors. 270,000 tested, 2.1% active. AID 1460, 2008; further: on the % scale 0 is the no-effect control and ±100 the full control effect; nearly all actives have a fitted effect of over 55% in size
Target sequence (P10636 561-689 P618L limits assumed): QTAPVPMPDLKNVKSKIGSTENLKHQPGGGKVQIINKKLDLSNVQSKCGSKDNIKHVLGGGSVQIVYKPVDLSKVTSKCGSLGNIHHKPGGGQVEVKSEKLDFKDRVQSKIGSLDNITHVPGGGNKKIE
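K18 P301L tau (15 uM + 0.24 uM Alexa 594-tagged), heparin 20 uM, NaOAc pH 7, 6 h 37 C; ThT 30 uM, 1 h RT, ex 450/em 510 nm.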
KinaseGlo FLuc: Counterscreen for Luciferase (Kinase-Glo TM) Inhibition. Luciferin 4-monooxygenase (Photuris pensylvanica), Q27757. Kinase-Glo luciferase, ATP luminescence, 8 min. Potency, µM (series often up to 38.3 µM), for the others: top-dose activity change, negative = inhibition, actives largely listed as inhibitors. 200,000 tested, 0.28% active; further: on the % scale 0 is the no-effect control and ±100 the full control effect; nearly all actives have a fitted effect of over 60% in size
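Kinase-Glo luciferase light output from ATP and luciferin was measured with 10 uM ATP, within the enzyme's linear range. Buffer: 50 mM imidazole pH 7.2, 50 mM KCl, 7 mM MgCl2, 0.01% Tween 20, 0.05% BSA; luminescence read after 8 min at ambient temperature.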
JMJD2E inh: qHTS Assay for Inhibitors of Human Jumonji Domain Containing 2E (JMJD2E); Lysine-specific demethylase 4E (Homo sapiens), B2RXH2; 230,000 tested, 1.6% active; AID 2147, 2009; JMJD2E catalytic domain, FDH-coupled NADH fluorescence (FDH is formaldehyde dehydrogenase); Potency, µM (titrated, usually from 57.1 µM), inactives show top-dose activity change, negative = inhibition, usual class: inhibitors; active means well fitted inhibition curve with a large enough effect, not every such curve was filed as active; inconclusive means small, poorly fitted or top-dose-only effect, or another doubt; inactive means no such curve, though single readings can be large or run the other way;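 further: 0% = wells with enzyme and -100% = buffer wells without enzyme; nearly all actives have a fitted effect of over 50% in size; many of its hits are not listed in these tables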
Numbers without * were called inactive; i = inactive; ? = inconclusive; . = no result given; & = joins results of further samples; [ ] = dose if it differs, or a comment. Unless noted, the call rests on the fitted dose curve; in most records, active means well fitted curve in the direction sought with a large enough effect; inconclusive means small, poorly fitted or top-dose-only effect, or another doubt; inactive means no such curve, though single readings can be large; an effect the other way counts as inactive or inconclusive. Potency means the concentration at half of the fitted maximal effect. A portion of the library; rates above refer to the full screens.

SMILES	L3MBTL1 block	Lamin A splicing	SMN2 splice up	ALDH1A1 block	RECQ1 helicase	Tau fibril ThT	KinaseGlo FLuc	JMJD2E inh
O=C(NNC1CC(=O)N(c2ccc(Br)cc2)C1=O)c1cccnc1 (configuration not stated)	.	.	.	-5.3%	-2.9%	-8.9%	10.2%	-18.2%
COc1ccccc1/C=C/C=N/n1c(-c2ccc(Cl)cc2)n[nH]c1=S	37.7%[activator]	.	.	11.2µM*	i	-17.1%	.	?
Cc1nn(C)c(C)c1CN(C)C(=O)c1cc2nc(-c3ccco3)cc(C(F)(F)F)n2n1	1.6%	-3.4%	-31.3%[inhibitor]	?	-1.4%	-15.1%	-3.3%	?
COc1ccc(-c2cc(N)n(S(=O)(=O)c3c(F)c(F)c(F)c(F)c3F)n2)cc1OC	-11.2%	?	-86.9%[inhibitor]	31.6µM*	-14.6%	?	-4.4%	-1.9%
COc1ccc(CNC(=O)C(CCSC)NS(=O)(=O)c2ccccc2F)cc1 (configuration not stated)	-6.2%	0.4%[46 µM]	4.6%	?	2.6%	4.7%	1.0%	-1.6%
Cc1cc(Cl)c(S(=O)(=O)Nc2ccc3c(c2)OCCO3)cc1OCC(N)=O	-3.7%	-10.2%	-40.4%[inhibitor]	13.7%	1.3%	-6.8%	0.5%	5.3%
O=C(Nc1ccon1)c1cccc(C(F)(F)F)c1	.	-6.0%	.	8.6%	-1.0%	-7.2%	6.8%	0.1%
CCOc1ccc(S(=O)(=O)Nc2ccc(S(=O)(=O)N3CCOCC3)cc2)cc1	.	-1.5%	6.0%	?	7.0%	3.6%	1.8%	8.2%
O=C(COc1ccccc1)Nc1ccccc1N1CCN(c2ccccc2)CC1	1.4%	3.1%	2.2%	-10.6%	-1.1%	-11.9%	-0.8%	-1.4%
Cc1ccc(Cl)cc1NC(=O)C(NS(=O)(=O)c1cccs1)c1ccccc1 (configuration not stated)	-0.6%	6.5%	-12.1%	2.7%	?	-13.5%	4.2%	-4.3%
CC(=O)NCCc1ccc(S(=O)(=O)Nc2cccnc2)cc1	6.5%	-6.2%	-22.1%	0.1%	-0.4%	-3.2%	1.2%	9.4%
CC(C)Oc1cccc(C(=O)C2CCCN(Cc3cccn3-c3ccccn3)C2)c1 (configuration not stated)	-16.1%	?	-18.3%	4.1%	i	?	0.6%	-22.6%
O=C(CCCn1c(=O)oc2ccccc21)N1CCN(c2ccc(F)cc2)CC1	.	0.6%[46 µM]	.	.	-17.8%	?	.	-15.6%
CCOC(=O)C(C)n1cnc2c1c(=O)[nH]c(=O)n2C (configuration not stated)	-4.7%	1.9%	4.4%	7.2%	-0.4%	4.1%	0.7%	8.2%
COc1cc(C)c(Cl)cc1S(=O)(=O)NCCCN1CCOCC1	.	10.6%	-25.4%	-15.6%	i	-11.6%	2.7%	8.1%
CCOP(=O)(OCC)c1nc(-c2cccc3ccccc23)oc1NCc1ccc(OC)cc1	.	.	-69.9%[inhibitor]	?	-7.6%	-18.0%	1.2%	?
COc1ccccc1NC(=S)N1CCOCC1	-0.8%	10.9%	11.6%	13.0%	0.9%	0.9%	-0.5%	6.8%
CCOC(=O)c1ccc2c(c1)nc(COc1ccc3ccccc3c1)n2CC	.	-2.9%	-16.3%	1.5%	-10.8%	?	15.1%	1.2%
CCCC(=O)Nc1ccc(S(=O)(=O)N2CCCC2)cc1	.	0.6%	-13.1%	8.2%	i	-2.1%	0.9%	4.2%
O=C(Nc1cccc(C(=O)O)c1)/C(=C/c1ccc2c(c1)OCO2)NC(=O)c1cccc(Br)c1	-10.3%	.	.	-3.5%	8.6%	-6.1%	0.7%	-3.6%
O=S(=O)(c1ccc(F)cc1)n1ccc2cccnc21	11.0%	-11.8%	14.4%	12.2%	i	-3.8%	-1.0%	1.2%
Cc1csc(SCC(=O)Nc2cccc(S(=O)(=O)N3CCOCC3)c2)n1	8.5%	.	5.8%	-2.6%	-12.2%	13.9%	-1.2%	11.7%
CCCOC(=O)c1ccc(Cl)c(NC(=O)c2ccc(-c3ccccc3)cc2)c1	4.7%	9.2%	2.9%	-2.1%	-12.9%	6.0%	0.9%	7.1%
CC1(C(=O)NC23CC4CC(CC(C4)C2)C3)CC1(Cl)Cl (configuration not stated)	.	-1.1%	-31.4%	-4.2%	2.1%	10.0%	4.6%	7.7%
Cc1cc(C(=O)CSc2nn(-c3ccccc3)c(=S)s2)c(C)n1Cc1ccco1	.	0.9%	-16.1%	?	i	-9.7%	-3.4%	5.3%
O=C(N1CCN(c2ccccc2)CC1)C(F)(F)C(F)(F)F	8.2%	-3.7%	3.5%	3.2%	-5.9%	0.4%	0.7%	-0.5%
COc1cc(CCC(=O)OCC(=O)NCc2ccc(Cl)cc2)cc(OC)c1OC	5.3%	.	5.9%	?	i	6.3%	-0.8%	-0.8%
CCOC(=O)C1=C(CSc2nc(CC)c(C)cc2C#N)OC(N)=C(C#N)C1c1ccccc1 (configuration not stated)	.	6.9%	6.2%	?	-22.7%	-20.6%	4.0%	16.6%
Nc1nc(SCC(=O)Nc2ccccc2Sc2ccccc2)n[nH]1	.	?	7.4%	?	-2.9%	-5.2%	-4.7%	2.7%
Cc1nc2nc(-c3ccccc3)[nH]n2c(=O)c1C	.	7.5%	?	-10.2%	-0.6%	-8.7%	-14.9%	?
Cc1cc(C)c(NC(=O)CSc2nnc(-c3ccco3)n2N)c(C)c1	.	0.8%	14.0%	-8.4%	-8.3%	1.8%	1.6%	11.8%
CCCCCC1CC(CC(=O)Nc2ccc([N+](=O)[O-])cc2)OC1=O (configuration not stated)	-7.4%	.	.	.	-0.5%	-13.7%	.	-18.3%
COc1ccc(C2=C/C(=C\c3cccc(OC(C)=O)c3)C(=O)O2)cc1	37.6%[activator]	-13.3%	?	25.1µM*	-0.1%	-15.8%	-6.4%	11.6%
O=C(c1ccco1)N1CCN(S(=O)(=O)c2ccc(S(=O)(=O)NC3CC3)cc2)CC1	2.6%	-10.3%	8.4%	1.1%	-5.3%	-4.4%	-6.1%	0.2%
CCOC(=O)C1CCN(S(=O)(=O)c2cc(F)ccc2OC)CC1	6.2%[11.4 µM]	-2.4%[46 µM]	0.3%	5.2%	i	1.4%	1.0%	1.2%
Cc1c(NC(=O)CSc2ccc3c(c2)OCCO3)c(=O)n(-c2ccccc2)n1C	1.4%	9.8%	3.9%	15.2%	i	-9.3%	13.4%	-0.9%
COc1cc(NC(=S)NN2CCN(C)CC2)cc(OC)c1OC	8.0%	15.9%[46 µM]	-0.7%	-1.4%	-1.7%	-6.1%	0.9%	?
CSCCC(NC(=O)c1ccccc1)C(=O)Nc1ccc(C)cc1 (configuration not stated)	-9.1%	-18.1%	34.3%	10.5%	8.0%	-1.4%	0.9%	-8.2%
O=C(CCCn1cnc([N+](=O)[O-])n1)Nc1cccc(Cl)c1Cl	9.6%	?	-3.6%	-8.9%	-6.6%	9.3%	-1.6%	1.4%
COc1cccc(/C=C/C(=O)Nc2ccc3c(c2)OCCO3)c1OC	-2.9%	-25.5%[46 µM]	2.82µM*	-5.6%	i	?	-8.2%	13.8%
COc1ccc(N2C(=O)CC(c3cc(OC)c(OC)c(OC)c3)CC2=O)cc1	-3.1%	.	.	.	11.4%	-0.2%	.	-1.4%
c1csc(C(c2nnnn2C2CCCCC2)N2CCCC3(CCCCC3)C2)c1 (configuration not stated)	-1.4%	2.8%	-25.0%	7.94µM*	0.7%	-9.3%	-4.6%	5.9%
C[C@@H](NC(=O)/C(C#N)=C/c1ccc(O)c(O)c1)c1ccccc1	-27.2%	?	?	-6.7%&-13.1%	-17.6%&-17.6%	?	-2.8%&-2.8%	22.4µM*
CCOc1ccc(Cn2c(C)nc([N+](=O)[O-])c2SCC(O)CCl)cc1[N+](=O)[O-] (configuration not stated)	.	-9.2%	-27.2%	-7.9%	-12.4%	-14.2%	0.1%	-4.7%
CCn1c(/C(C#N)=C(\O)CCc2ccccc2)nc2ccccc21	.	-8.9%	?	-6.5%	-5.5%	11.6%	0.7%	-7.8%
CSC(=S)NCc1cccnc1	.	.	-59.1%[inhibitor]	-14.1%	i	-2.4%	-2.3%	-8.8%
COc1ccc(C2=CC(c3c(C)nn(-c4ccccc4)c3Cl)n3nnnc3N2)cc1OC (configuration not stated)	-2.4%	0.8%	-29.6%	?	-6.8%	-17.5%	-4.0%	?
CCCCn1c(SCC2CCCCO2)nc2cc(S(N)(=O)=O)ccc21 (configuration not stated)	-0.8%	?	-17.6%	?	-4.2%	4.8%	-0.9%	8.9%
N#CC1=C(SCc2ccccc2Cl)NC(=O)C(C(N)=O)C1 (configuration not stated)	-2.0%	-1.2%	-7.5%	15.8µM*	-10.9%	-4.3%	-1.2%	2.1%
Cc1ccc(N/N=C(\C#N)C(=N)N2CCOCC2)cc1	0.7%	8.8%	?	-11.5%	0.8%	?	1.2%	7.8%
CCC1CCCCN1S(=O)(=O)c1ccccc1[N+](=O)[O-] (configuration not stated)	-3.6%	26.8%[46 µM]	.	?	-4.8%	-7.8%	-1.8%	-7.6%
